KKLEB cytotox: CF airway cell cytotoxicity counter-screen; KKLEB CF airway cells viability, ATPlite luminescence, overnight; stronger effect = lower value; cells stimulated with P. aeruginosa culture filtrate; activity change (cytotoxicity), % at 5 µM; 360,000 tested, 0.36% active; AID 602141;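 active = corrected activity change at or below -50% at 5 µM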
Peg3 promoter: reduces Peg3 promoter-driven luciferase expression in HeLa. HeLa PEG-Prom luciferase reporter, luminescence, overnight. inhibition, % at 20 µM. 360,000 tested, 1.7% active. AID 588405;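 active = inhibition of at least 50% at 20 µM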
Vif imaging: blocks HIV Vif function; HEK293T cells, Vif self-association by quenched fluorescence, imaging, 24 h; inhibition, % at 7.49 µM; 340,000 tested, 0.35% active; AID 602346; in the data active = inhibition above about 50%, passing the limit was not always enough; inconclusive = no clear call, values can overlap the other calls; inactive = below about 31%; also: some results filed as inactive read as strong as hits
CF NFkB block: blocks PAF-induced NF-kB reporter in cystic fibrosis cells; 360,000 tested, 0.86% active; KKLEB NF-kB-GFP reporter, GFP fluorescence overnight; inhibition, % at 5 µM; AID 588850;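 active = at least 50% inhibition at 5 µM, scaled per plate between neutral and stimulator controls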;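 also: PAF is a Pseudomonas aeruginosa culture filtrate used as stimulus; plate controls were PAF-stimulated DMSO wells for no effect and unstimulated DMSO wells for full effect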
CaV13 ICDI inh: Disruptors of the CACNA1D IQ motif to Ca2+-dependent inactivation inhibitor domain association, primary screening, Förster resonance energy transfer in intact living …. HEK cells, CFP/YFP FRET ICDI-IQ, plate reader, 10 min; percent FRET-ratio fall versus neutral wells. inhibition, % at 12.3 µM. 340,000 tested, 0.098% active;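 active = mean replicate inhibition of at least 30% and at least 1% of replicates passing that level; inconclusive = only one of the two criteria is met; inactive = neither criterion is met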;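 also: 0% = median of the neutral control wells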
Shn3 inh set2: reduces Shn3 3'UTR luciferase signal in osteoblasts; Clone20 osteoblast Shn3 3'UTR firefly luciferase, 24 h; 360,000 tested, 0.52% active; inhibition, % at 12.5 µM;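 active = mean inhibition of at least 75% with every replicate also reaching 75%; inconclusive = mean inhibition at least 75% but some replicate below; inactive = mean inhibition below 75%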;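 also: 0% = median of neutral control wells and 100% = pilot-screen positive control compound; some compounds past the cut are filed as inactive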
NR2E3 ag-1: agonists of human nuclear receptor NR2E3 | GST-NR2E3/biotin-RetCOR TR-FRET, 1536-well | inhibition of corepressor binding, % at 4.78 µM | 320,000 tested, 0.12% active | AID 2300;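 active = percent inhibition above the cutoff of mean plus 3 SD of all tested compounds, set per screening campaign, cut at about 20% in these data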;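 also: 0% = DMSO wells and 100% = biotin wells as full block of FRET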
Target sequence (Q9Y5X4 whole entry, looked up): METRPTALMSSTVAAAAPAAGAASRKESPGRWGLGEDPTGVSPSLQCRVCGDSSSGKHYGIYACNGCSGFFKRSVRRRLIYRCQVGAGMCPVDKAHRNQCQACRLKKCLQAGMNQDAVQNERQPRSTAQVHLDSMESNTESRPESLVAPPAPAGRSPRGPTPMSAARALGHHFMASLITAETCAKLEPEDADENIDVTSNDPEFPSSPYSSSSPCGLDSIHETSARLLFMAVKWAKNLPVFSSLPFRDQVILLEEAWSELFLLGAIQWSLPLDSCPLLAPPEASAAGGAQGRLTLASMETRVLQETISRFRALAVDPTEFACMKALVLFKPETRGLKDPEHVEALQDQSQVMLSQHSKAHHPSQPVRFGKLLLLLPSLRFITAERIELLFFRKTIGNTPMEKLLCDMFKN
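System: GST-tagged NR2E3 plus biotinylated RetCOR corepressor; Amount: 1.35 nM GST-tagged NR2E3 final; Dosing: single nominal compound dose of 4.8 µM; Schedule: 5 h incubation at 4 °C; Technique: TR-FRET with europium anti-GST and streptavidin-D2, 340 nm excitation; Controls: biotin wells as high control, 0.6% DMSO wells as low control.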
PDI turbidity: inhibitors of human protein disulfide isomerase; P07237; PDI insulin aggregation turbidity, A650, 90 min; inhibition, % at 10 µM; 350,000 tested, 0.052% active; AID 588391;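 active = mean inhibition across replicates of 30% or more, whatever share of single replicates reach that level; inconclusive = mean inhibition below 30% while every single replicate reaches 30%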;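 also: absorbance from insulin aggregation driven by PDI reduction with DTT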
Target sequence (P07237 whole entry, looked up): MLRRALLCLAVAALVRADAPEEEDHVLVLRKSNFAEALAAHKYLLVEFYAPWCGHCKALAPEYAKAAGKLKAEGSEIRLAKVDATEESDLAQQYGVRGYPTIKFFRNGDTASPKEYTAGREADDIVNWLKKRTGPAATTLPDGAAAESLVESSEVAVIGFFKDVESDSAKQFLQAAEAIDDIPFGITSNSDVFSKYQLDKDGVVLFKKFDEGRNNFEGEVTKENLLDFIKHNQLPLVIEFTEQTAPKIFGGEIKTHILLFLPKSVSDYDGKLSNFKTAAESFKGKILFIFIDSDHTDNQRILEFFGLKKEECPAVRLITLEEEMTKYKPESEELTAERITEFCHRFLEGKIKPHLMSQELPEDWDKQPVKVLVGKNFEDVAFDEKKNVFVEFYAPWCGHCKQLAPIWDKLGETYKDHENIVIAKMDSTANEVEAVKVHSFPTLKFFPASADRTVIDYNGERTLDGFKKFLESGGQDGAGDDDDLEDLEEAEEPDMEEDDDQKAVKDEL
NR2E3 ag-2: activates human NR2E3 receptor; Q9Y5X4; CHO-S Gal4-NCOR/VP16-NR2E3 two-hybrid, luciferase; inhibition of corepressor binding, % at 3.98 µM; 360,000 tested, 0.35% active; AID 602229;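 active = inhibition above the mean of all tested compounds plus 3 SD, cut at about 70% in these data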;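 also: 0% = DMSO with NR2E3 transfected cells and 100% = cells lacking NR2E3 construct; higher means lower luciferase signal from less NR2E3 corepressor binding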
TRPM1 prom inh: reduces MITF-dependent TRPM1 promoter luciferase signal; SK-MEL-5 TRPM1 promoter luciferase, 24 h; inhibition, % at 12.5 µM; 330,000 tested, 0.83% active;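 active = mean inhibition across replicates of 60% or more, whatever share of single replicates reaches that level; inconclusive = some that reach 60%, reason not given; inactive = mean inhibition across replicates below 60%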; also: values of inactives mirror those of a sister screen read the other way
HIF-2a block: blocks HIF-2a reporter activity; 360,000 tested, 0.72% active; inhibition, % at 18.8 µM; 786-0 RCC cells HIF-2a reporter, luciferase luminescence, overnight;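 active = inhibition of the luminescence signal of 40% or more relative to plate controls, in a single-dose primary screen at 18.75 µM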
Numbers without * were called inactive; ? = inconclusive; · = no result given.

smiles,KKLEB cytotox,Peg3 promoter,Vif imaging,CF NFkB block,CaV13 ICDI inh,Shn3 inh set2,NR2E3 ag-1,PDI turbidity,NR2E3 ag-2,TRPM1 prom inh,HIF-2a block
COc1ccc(C(=O)Nc2nnc(Cc3ccc(OC)c(OC)c3)s2)cc1,0,19,-6,-7,3,-27,0,-7,-7,-12,2
COCCCNC(=O)CSc1ccsc1[N+](=O)[O-],-12,-5,-9,15,-5,-7,-2,-12,10,-9,12
O=C(OCC(=O)C12CC3CC(CC(C3)C1)C2)c1ccc(O)cc1O,7,-76,-12,13,-2,1,5,?,4,-46,-63
COc1ccc(-c2cc([C@H]3[C@@H]4C=CCC[C@@]4(C)C(=O)N3Cc3ccccc3)ccc2F)cc1OC,7,15,-11,6,-11,-8,1,-2,3,-10,2
CCC(C)N1CC(=O)N2Cc3[nH]c4ccccc4c3C[C@H]2C1=O (stereo partly specified),6,8,7,-4,-5,-5,0,-3,1,-7,19
Cn1cnc(S(=O)(=O)N2CCCCC2c2cc(C(=O)Nc3cccc(C#N)c3)no2)c1 (stereo unspecified),9,-5,-4,-30,-5,-10,·,-6,-16,·,-9
CCC(=O)Nc1c(S(=O)(=O)c2ccc(C)cc2)c2nc3ccccc3nc2n1C(C)c1ccccc1 (stereo unspecified),-16,35,-9,28,-4,5,2,-14,-39,-4,20
O=C(NC1CCN(Cc2ccccc2)CC1)c1ccccc1NS(=O)(=O)c1ccc(F)cc1,13,19,-4,-8,-5,-6,·,-11,-13,3,7
CC1(C(=O)OCC(=O)Nc2nnc(-c3ccccc3)o2)CC1(Cl)Cl (stereo unspecified),-5,-4,4,9,-2,1,-5,6,15,9,1
COc1ccccc1C(=O)Nc1ccccc1C(=O)NCc1ccco1,-20,16,·,3,·,-2,4,17,9,3,5
Cc1cccc(N2CCN(Cc3cnc(Cl)s3)CC2C)c1 (stereo unspecified),-7,-3,-3,18,5,8,1,2,-4,9,16
CCOC(=O)c1ccc(NC(=O)c2cccc(C)c2[N+](=O)[O-])cc1,7,-58,3,-6,-6,-14,-1,7,-43,9,-51
O=C(COc1ccc(S(=O)(=O)N2CCOCC2)cc1)NCCc1ccccc1,3,-4,17,14,-7,2,1,2,1,10,11
Cn1ccnc1SCc1cn2cc(Br)ccc2n1,-6,-17,-1,4,·,17,4,-4,-157,25,-9
CCc1cc2c(=O)c(-c3cscn3)coc2cc1O,9,-254,-2,-21,-6,-61,3,-3,-91,-27,-213
COc1ccc(C2=CC(=O)C[C@H](COCc3ccccc3)N(C(=O)OC(C)(C)C)O2)cc1,-22,1,-15,33,-6,6,·,5,-5,-3,-5
Cc1sc2c(c1C)c(=O)n(-c1ccccc1)c(=O)n2CC(=O)NCC1CCCO1 (stereo unspecified),6,8,-4,0,-7,·,2,-6,-21,1,8
CN(C)C(=O)c1nc2ccc(Cl)cn2c1CNCc1ccccc1OC(F)(F)F,4,6,8,-9,-6,0,2,0,3,3,9
O=C(NC(Nc1nc2ccc([N+](=O)[O-])cc2s1)(C(F)(F)F)C(F)(F)F)c1cccnc1,-48,12,-3,55*,-4,83,0,2,101*,78*,12
CC(C)C[C@H]1C(=O)N2CCC[C@H]2[C@]2(O)O[C@](NC(=O)C3C=C4c5cccc6[nH]c(Br)c(c56)C[C@H]4N(C)C3)(C(C)C)C(=O)N12 (stereo partly specified),-5,5,-5,19,-5,23,0,4,-62,13,-7
COCCN(C(=O)Cc1coc2cc(C)c(C)cc12)c1c(N)n(Cc2ccccc2)c(=O)[nH]c1=O,-5,3,-3,14,-2,2,0,6,1,2,22
CC1CCCC(C)N1C(=O)COC(=O)c1ccc2c(c1)OCO2 (stereo unspecified),7,-75,-13,7,·,-63,0,5,0,-16,-41
N=c1n(CC(=O)c2ccc(Br)cc2)c2ccccc2n1Cc1ccccc1,-24,99*,-6,-9,-7,36,3,-3,-36,90*,-9
COc1ccccc1C(=O)COC(=O)C(NC(=O)Cc1ccccc1)C(C)C (stereo unspecified),10,-24,-7,-34,-6,-18,·,0,5,14,-4
COc1ccc(N2C(=O)c3ccccc3NC23CCCCC3)cc1,-11,-109,-6,6,-8,-74,-2,5,-145,-96,-148
Cc1ccc(S(=O)(=O)Nc2ccccc2-c2ccccc2)cc1,-1,30,27,18,-3,15,0,0,-54,25,15
N#Cc1c(N)nc2c(c1-c1ccncc1)CCCCC2,29,9,2,34,-4,-4,-1,-3,-2,5,24
N#Cc1c(NC(=O)C(=O)NCCCN2CCOCC2)sc2c1CCCC2,0,-4,6,7,-3,-6,0,9,-31,-4,6
COc1cccc(/C=C/C(=O)OCC(=O)NCC2CCCO2)c1OC (stereo unspecified),-6,-9,19,4,-5,-1,-3,-4,-22,0,7
CN1c2cccc3cccc(c23)N(C)C1c1cccs1,1,9,12,1,·,6,2,-2,4,9,10
C/C(=N\NC(=O)Cc1ccccc1)c1ccc(Br)s1,6,-25,-5,3,-20,4,2,-3,9,-15,-26
CCn1c(CN2CCCCC2)nc2cc(S(=O)(=O)N3CCCCC3)ccc21,-1,0,-7,-25,-17,6,1,-3,0,0,5
Cc1cccc(NC(=S)N2CCOCC2)c1C,10,3,-1,-7,-5,10,2,11,-15,6,16
CC1(c2cccc(Br)c2)NC(=O)NC1=O (stereo unspecified),4,-5,4,2,-4,-5,3,-6,-4,-3,3
CCOC(=O)C1=CN(Cc2cccc(F)c2)S(=O)(=O)N(C)C1c1ccc(C(F)(F)F)cc1 (stereo unspecified),3,13,-5,3,-6,0,·,15,-23,-2,19
CCOC(=O)c1ccc(N2CCOCC2)c(NC(=O)COCC(=O)O)c1,6,1,-7,-1,-14,3,1,-1,-14,1,3
Cc1cc(C(=O)CSc2nc(N)cc(N)n2)c(C)n1CCc1ccc(F)cc1,1,23,-4,-7,·,22,3,-1,-6,13,11
CCOc1ncccc1C(=O)OCC(=O)c1c(N)n(C)c(=O)n(C)c1=O,8,-4,·,-6,-2,0,0,12,2,6,4
CC1Oc2ccccc2N(CC(=O)NCc2cccs2)C1=O (stereo unspecified),9,-57,2,-13,-5,-6,0,0,-37,-14,-68
CCOC(=O)c1ccc(NC(=S)N2CCSC2c2ccc(Cl)cc2)cc1 (stereo unspecified),15,-12,-15,14,-5,1,-2,-3,-12,5,-19
Cc1ccc(C)c(N2C(=O)c3cc(N4CCOCC4)c([N+](=O)[O-])cc3C2=O)c1,-5,-1,-2,4,-13,5,0,6,8,20,16
COc1cc(/C=C(/C#N)c2nc3ccccc3[nH]2)ccc1Oc1ncccc1[N+](=O)[O-],-36,4,-4,25,·,12,2,-3,-21,26,-26
COC(=O)/C=C1\NCCSC1=O,7,3,5,6,-7,4,-3,-1,6,5,12
CC(CNC(=O)COc1ccccc1)OC(=O)Nc1ccc(Cl)c(Cl)c1 (stereo unspecified),5,16,1,-17,-4,21,-1,1,14,18,-3
Cc1cccc(NCc2cc(Cl)ccc2O)n1,-17,-3,·,-13,-7,-3,4,-15,-5,-15,-13
COCCN1C(=O)N[C@@H](c2cccs2)C(C(=O)OC)=C1C,-17,3,-4,11,-11,27,1,8,-6,·,10
CCOC(=O)c1nnc(-c2ccccc2)nc1Oc1ccc(Cl)cc1,6,29,-4,2,0,8,-5,0,-16,-17,13
CCC(Oc1nc2ccccc2nc1-c1ccccc1NC(C)=O)C(=O)c1ccccc1 (stereo unspecified),-16,35,1,-13,-8,20,1,-3,-16,12,25

Reprinted from the part before: 2 compounds, followed by the next part.
smiles,KKLEB cytotox,Peg3 promoter,Vif imaging,CF NFkB block,CaV13 ICDI inh,Shn3 inh set2,NR2E3 ag-1,PDI turbidity,NR2E3 ag-2,TRPM1 prom inh,HIF-2a block
CCOC(=O)c1nnc(-c2ccccc2)nc1Oc1ccc(Cl)cc1,6,29,-4,2,0,8,-5,0,-16,-17,13
CCC(Oc1nc2ccccc2nc1-c1ccccc1NC(C)=O)C(=O)c1ccccc1 (stereo unspecified),-16,35,1,-13,-8,20,1,-3,-16,12,25
CCN(CC)C(=O)C1=C(C)N(Cc2ccc(F)cc2)C(=O)C(CC(=O)NCc2cccs2)C1 (stereo unspecified),-23,-9,1,11,-6,2,·,7,4,·,0
Cc1cccc(OCCNc2ccc(C(F)(F)F)cc2[N+](=O)[O-])c1,1,-117,-4,4,-15,-8,0,7,10,-89,-150
CC1CCN(CC(=O)N2CCCc3c2c(=O)oc2ccc(OCc4ccccc4)cc32)CC1,5,25,-7,-7,-7,33,2,-12,-11,4,6
O=C(Nc1nc2c(s1)CCCC2)Oc1ccccc1,-3,-37,·,6,·,·,0,-10,-10,-11,-149
CCN(CCCNC(=O)CNC(=O)c1nn(-c2ccc(OC)cc2OC)c(=O)c2ccccc12)c1cccc(C)c1,-6,26,-7,-5,-7,11,1,4,-14,17,9
C#Cc1ccc([C@@H]2C=C(C(=O)NC3CC3)O[C@H](OCCCCO)C2)cc1,-1,-31,-1,14,-10,6,4,7,-32,-18,-43
Cc1nc2ccccc2c(C(=O)O)c1-c1ccccn1,5,3,0,-7,-5,-12,·,-2,-21,19,-2
COc1ccc(NC(=S)N2CCN(C(=O)c3ccco3)CC2)cc1OC,20,0,-3,-43,-3,-12,·,-2,-31,3,13
Cc1nonc1C1CCCN1Cc1cn[nH]c1-c1ccc(-c2ccccc2)cc1 (stereo unspecified),5,-21,-2,-15,-15,9,4,7,-31,-18,-124
CC(=O)NC(c1ccc(N(C)C)cc1)c1cc(Cl)c2cccnc2c1O (stereo unspecified),-8,59*,-2,36,-10,68,·,5,-6,·,17
O=C(CCCn1c(SCc2ccccc2F)nc2ccccc2c1=O)NCC1CCCO1 (stereo unspecified),-4,10,-1,6,3,3,3,3,-19,-5,23
CC1(c2ccc3ccccc3c2)NC(=O)NC1=O (stereo unspecified),-12,0,2,21,-21,-12,3,-3,-6,22,11
CCOC(=O)C(=O)Nc1cc(C)nn1-c1nc2ccccc2[nH]1,3,-19,-1,-17,-15,13,-3,-4,-14,5,-30
COc1cc(/C=N/NC(=O)C2C3CCCCC32C)cc(Br)c1O (stereo unspecified),-8,6,5,10,-6,0,-2,-2,16,-14,10
O=C(Cn1nc(-c2ccc3c(c2)OCCO3)ccc1=O)Nc1ccc(-n2cnnn2)cc1,-6,3,11,-4,-5,-12,-11,9,-8,8,10

High-throughput results from PubChem BioAssay.
